Assay outcomes deposited in PubChem BioAssay by Broad Institute.
ARNT TACC3 PPI – disruptors of ARNT/TACC3 protein interaction, primary screen, biochemical, AlphaScreen, single concentration; Transforming acidic coiled-coil-containing protein 3 (Homo sapiens), Q9Y6A5; AlphaScreen His-ARNT PAS-B/GST-TACC3 binding, luminescence; TACC3 fragment carries E629A point mutation; inhibition, % at 9.99 µM; hit rate 0.66% among 390,000; AID 623870, 2012;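 active = mean inhibition of replicates at least 50% and at least half of replicates each reaching 50%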;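 also: 0% = complete ARNT plus TACC3 wells and 100% = ARNT alone without TACC3; many hits fall short of the cut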
Casp6 inh – human caspase-6 inhibitors, primary screen, biochemical, VEID-R110 fluorescence, single point, set 2. purified caspase-6, Z-VEID-R110 cleavage fluorescence. inhibition, % at 12.5 µM. hit rate 0.53% among 350,000. AID 686996, 2013;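 active = mean inhibition across replicates at least about 35%, with every replicate also reaching that limit, limit read from the data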;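 also: 0% = median of neutral control wells and 100% = no fluorescence left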
Target sequence (P55212 24-179 limits assumed): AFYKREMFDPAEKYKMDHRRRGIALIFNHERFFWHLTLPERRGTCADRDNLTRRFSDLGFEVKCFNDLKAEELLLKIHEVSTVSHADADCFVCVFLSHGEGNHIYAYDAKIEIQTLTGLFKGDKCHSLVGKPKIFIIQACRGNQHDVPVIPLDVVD
Target sequence (P55212 194-293 limits assumed): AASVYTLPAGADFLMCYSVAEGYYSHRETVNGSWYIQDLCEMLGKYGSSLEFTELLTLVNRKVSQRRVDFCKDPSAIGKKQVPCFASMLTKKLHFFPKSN
E-sel inducer – E-selectin induction in HUVECs, primary screen, imaging, HUVEC, immunofluorescence imaging, single point | AID 686992, 2013 | normalized: neutral wells 0, TNF-alpha wells 100 | activation, % at 7.58 µM | P16581 | hit rate 0.37% among 260,000;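 active = mean E-selectin-positive cell signal at least 10% of the positive control, reached in at least 60% of replicates, without over 20% cell loss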;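 also: in these data hits start at about 27%; measured in HUVEC primary endothelial cells; signal is the percent of cells scored E-selectin positive by PE staining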
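Test system – human umbilical vein endothelial cells (HUVEC), E-selectin induction · Input – 3,000 HUVEC seeded per well · Buffer or medium – EGM-2, gelatin · Compound dosing – single-point compound dose · Detection – immunofluorescence imaging · Measure – percent E-selectin-positive cells · Controls – TNF-alpha high, DMSO low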
RAD54 inh – inhibitors of human RAD54 branch migration, primary screen, biochemical, fluorescence, single point. DNA repair and recombination protein RAD54-like (Homo sapiens), Q92698. RAD54 Holliday junction branch migration, FAM/BHQ fluorescence. inhibition, % at 10.4 µM. hit rate 0.14% among 360,000. AID 602329, 2012;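 active = mean normalized replicate activity at least 40 and at least half of replicates scoring 40 or more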;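 also: 0% = median of neutral control wells and 100% = median of positive control wells; inhibitors cause a drop in the FAM fluorescence signal; in these data hits start at about 50%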
Target sequence (Q92698 whole entry, looked up): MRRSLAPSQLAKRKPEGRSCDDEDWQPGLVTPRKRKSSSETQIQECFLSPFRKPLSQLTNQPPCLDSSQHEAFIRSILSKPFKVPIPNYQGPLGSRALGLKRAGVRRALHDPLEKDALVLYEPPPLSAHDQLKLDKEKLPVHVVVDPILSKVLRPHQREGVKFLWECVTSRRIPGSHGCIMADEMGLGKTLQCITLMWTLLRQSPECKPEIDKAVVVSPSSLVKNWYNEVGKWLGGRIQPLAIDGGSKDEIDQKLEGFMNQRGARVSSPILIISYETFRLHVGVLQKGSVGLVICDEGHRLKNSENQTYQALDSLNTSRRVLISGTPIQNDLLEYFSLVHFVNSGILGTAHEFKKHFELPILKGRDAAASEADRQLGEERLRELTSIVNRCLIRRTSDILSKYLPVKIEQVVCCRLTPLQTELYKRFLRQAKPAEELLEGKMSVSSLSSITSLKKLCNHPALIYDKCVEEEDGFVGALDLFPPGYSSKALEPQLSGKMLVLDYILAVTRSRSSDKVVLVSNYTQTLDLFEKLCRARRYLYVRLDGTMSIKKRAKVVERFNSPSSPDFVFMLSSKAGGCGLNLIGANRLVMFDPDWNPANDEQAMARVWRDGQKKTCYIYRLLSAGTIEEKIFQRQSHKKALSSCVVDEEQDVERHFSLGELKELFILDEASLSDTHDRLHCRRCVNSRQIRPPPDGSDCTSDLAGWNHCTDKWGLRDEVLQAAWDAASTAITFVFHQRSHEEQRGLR
esBAF inh – Bmi1 luciferase reporter increase in mESCs, primary screen, esBAF inhibitor project, mouse ES cells, Bmi1 luciferase knock-in, single point; hit rate 2% among 350,000; reporter increase, % at 12.5 µM; AID 602393, 2012; 24 h; 100% = twice the neutral-well signal; in the data active = activation above about 40%;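 also: 0% = median of the plate's neutral control wells and 100% = double that signal; a rise in the Bmi1 reporter signal indicates esBAF inhibition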
ERp5 block – inhibitors of ERp5-driven insulin aggregation, primary screen, biochemical, turbidity, absorbance 650 nm, single point | inhibition, % at 9.99 µM | AID 651711, 2012 | Protein disulfide-isomerase A6 (Homo sapiens), Q15084 | 90 min | hit rate 0.05% among 350,000;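 active = mean replicate inhibition above about 25%, with every replicate also reaching it, limit read from the data, passing the limit was not always enough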
PglD DTNB – C. jejuni PglD acetyltransferase inhibitors, primary screen, biochemical, DTNB colorimetric, single point; UDP-N-acetylbacillosamine N-acetyltransferase PglD (Campylobacter jejuni); purified PglD enzyme, DTNB colorimetric CoA detection; inhibition, % at 12.5 µM; hit rate 0.098% among 360,000; AID 602405, 2012; in the data active = inhibition above about 16%, passing the limit was not always enough; also: strong numbers were not always called active
RAD52 anneal inh – RAD52 DNA annealing inhibitors, primary screen, biochemical, FRET, single point, set 2; DNA repair protein RAD52 homolog (Homo sapiens), P43351; recombinant RAD52 DNA annealing, FRET fluorescence; inhibition, % at 18.7 µM; hit rate 0.46% among 360,000;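 active = every replicate showing at least 50% inhibition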
* = called active by the depositor; i = inactive; . = no result given.

SMILES | ARNT TACC3 PPI | Casp6 inh | E-sel inducer | RAD54 inh | esBAF inh | ERp5 block | PglD DTNB | RAD52 anneal inh
Cc1ccc(C(=O)Nc2ncc3c(Cl)cccc3n2)cc1 | -11 | . | . | -6 | -51 | . | 7 | .
COc1ccc(Nc2nc(N3CCN(S(C)(=O)=O)CC3)nc3ccccc23)c(OC)c1 | 22 | -1 | . | 10 | -2 | -2 | -4 | 0
COc1ccc(OC)c(NC(=O)CN2C(=O)C(C)N(c3ccc(C)cc3)C2=O)c1 (stereo unspecified) | 20 | 1 | . | 1 | 6 | -11 | 4 | -17
O=C(NCc1ccccn1)c1cnc2sccn2c1=O | 5 | . | . | 2 | -6 | . | 0 | .
C[C@@H]1CCCCO[C@H](CN(C)C)[C@@H](C)CN([C@H](C)CO)C(=O)c2cc(NS(C)(=O)=O)ccc2O1 | 13 | -2 | 2.3 | -1 | -3 | 2 | -1 | 2
Cc1oc(CC(C)C)cc1C(=O)NCCCC(=O)O | -3 | . | -0.1 | . | . | 0 | . | -21
O=C(CSc1nnc(NC(=O)C2CCC2)s1)Nc1ccc(N2CCOCC2)cc1 | 0 | . | . | -1 | -1 | . | 4 | .
O=C(CNC(=O)C1CCCCC1)Nc1cc(Cl)cc(Cl)c1 | -1 | . | . | -1 | 0 | . | 1 | .
Nc1c([N+](=O)[O-])cnnc1-c1ccccc1 | 1 | 1 | -0.8 | -11 | . | 3 | -6 | -7
Cc1ccc(-c2ccc(SCC(=O)NCC3CCCO3)nn2)cc1 (stereo unspecified) | 35 | -7 | -0.9 | -6 | 4 | 0 | 0 | -9
COc1ccc(/C=N/NC(=O)C(=O)Nc2ccccn2)cc1OC | 0 | . | . | 1 | -2 | . | 1 | .
c1cnn(-c2nc(N3CCOCC3)nc(N3CCOCC3)n2)c1 | -4 | . | . | -10 | -8 | . | 6 | .
O=C(NCCCO)/C(=C/c1ccco1)NC(=O)c1ccc(Br)o1 | . | 1 | -1.2 | . | . | -1 | . | -9
c1ccc(OCc2nc3c4c(ncn3n2)-c2ccccc2CC42CCCC2)cc1 | -3 | 1 | -0.2 | 0 | . | 0 | 2 | -6
COc1ccnc2c1c(=O)n(Cc1c(F)cccc1Cl)c(=O)n2C | -5 | -1 | . | -2 | 4 | 1 | 4 | -11

Of the compounds above, three contain a Cl atom:
SMILES | ARNT TACC3 PPI | Casp6 inh | E-sel inducer | RAD54 inh | esBAF inh | ERp5 block | PglD DTNB | RAD52 anneal inh
Cc1ccc(C(=O)Nc2ncc3c(Cl)cccc3n2)cc1 | -11 | . | . | -6 | -51 | . | 7 | .
O=C(CNC(=O)C1CCCCC1)Nc1cc(Cl)cc(Cl)c1 | -1 | . | . | -1 | 0 | . | 1 | .
COc1ccnc2c1c(=O)n(Cc1c(F)cccc1Cl)c(=O)n2C | -5 | -1 | . | -2 | 4 | 1 | 4 | -11

Further structures
SMILES | ARNT TACC3 PPI | Casp6 inh | E-sel inducer | RAD54 inh | esBAF inh | ERp5 block | PglD DTNB | RAD52 anneal inh
COc1ccccc1-c1cnc2c(c1)C(=O)N([C@H](C)CO)C[C@@H](C)[C@H](CN(C)Cc1ccncc1)O2 | 0 | -2 | 0.3 | -5 | -3 | -4 | -4 | 0
COc1cc2c(cc1C=O)OC(C)C2 (stereo unspecified) | -2 | -2 | 2.1 | . | -3 | 4 | . | -7
COC(=O)c1cc(NC(=O)CN(C)C2CCS(=O)(=O)C2)cc(C(=O)OC)c1 (stereo unspecified) | 33 | 3 | 0.2 | -1 | 0 | 3 | 5 | -6
CCOC(=O)C(N=Nc1nn[nH]n1)C(C)=O (stereo unspecified) | . | 2 | 1.2 | -5 | -1 | 9 | 4 | -19
CN1C(=O)c2cc(NC(=O)C3CC3)ccc2OC[C@@H]2O[C@H](CC(=O)NCCc3ccncc3)CC[C@@H]21 | 1 | 0 | -0.1 | -15 | -4 | 13 | 0 | 6
CCC1Oc2ccccc2N(CC(=O)NCCCN2CCCC2)C1=O (stereo unspecified) | -4 | -10 | . | -2 | 2 | -5 | -3 | -20
Cn1cc(C=C2C(=O)OC3(CCCCC3)OC2=O)c2ccccc21 | 7 | 5 | 0.0 | -26 | . | 2 | -17 | -22
COc1ccc(N(C(=O)/C=C/c2ccc(OC)c(OC)c2)C2=CC3CCC(C2)N3C)cc1 (stereo unspecified) | -3 | 22 | . | . | . | -4 | . | -2
Cc1cc(C(=O)CSc2nnnn2-c2ccccc2)c(C)n1-c1ccc2c(c1)OCO2 | 0 | -2 | 0.0 | . | . | -2 | . | -13
C[C@@H]1CN([C@@H](C)CO)C(=O)Cc2cc(NC(=O)Cc3cn(C)c4ccccc34)ccc2O[C@H]1CN(C)S(C)(=O)=O | -1 | 0 | . | 5 | -5 | -2 | -4 | 5
C/C=C/c1ccc([C@@H]2[C@H]3CN(C(=O)c4cnccn4)CC(=O)N3[C@H]2CO)cc1 | . | -3 | 0.5 | . | . | -1 | . | -10
Cc1noc(C)c1NC(=O)Nc1ccc2c(c1)C(=O)N([C@H](C)CO)C[C@H](C)[C@@H](CN(C)CC1CCCCC1)OCCCC[C@H](C)O2 | -2 | 1 | -0.5 | 8 | -6 | -1 | 1 | 0
CC(C)NC(=O)Nc1ccc2c(c1)C(=O)N([C@H](C)CO)C[C@H](C)[C@H](CN(C)C(=O)Nc1cccc3ccccc13)OCCCC[C@H](C)O2 | 9 | -3 | -0.1 | 0 | 0 | 2 | -3 | 3
CN1CCN(NC(=O)c2cccc(S(=O)(=O)N3CCCCCC3)c2)CC1 | -2 | -6 | . | -2 | -1 | 9 | -5 | -7
CCOc1ccc(NC(=O)CSc2nnc(NC(=O)C3CC3)s2)cc1 | 6 | -2 | -0.2 | 3 | -1 | 3 | 4 | -8
Cc1c(NC(=O)Nc2cc(F)c(F)cc2Cl)c(=O)n(-c2ccccc2)n1C | . | 3 | -0.2 | -1 | . | -3 | -6 | -8
Nc1nnc(SCc2cc3c(cc2Cl)OCO3)s1 | -6 | . | 0.4 | 8 | 13 | . | -4 | .
CN(C)CCOC(=O)Cc1ccc(Cl)cc1 | . | 1 | . | -12 | . | -3 | 0 | -5
O=C(NCc1ccccc1)c1ccc(-c2ccccc2C(F)(F)F)o1 | -7 | 2 | 0.0 | -5 | 28 | 1 | -1 | -22
CC(C)CC#Cc1ccc([C@@H]2[C@@H](CO)N3CCCCN(C(=O)Nc4ccccc4)C[C@@H]23)cc1 | 5 | . | 1.2 | 0 | . | . | -4 | .
COc1ccc(C(=O)OCC(=O)NC(=O)NC2CCCC2)c(OC)c1 | -4 | -5 | 11 | -3 | -1 | -4 | 0 | -13
Cc1cccc(N2C(N)=C(C#N)C(C#N)(C#N)C2c2ccccc2)c1 (stereo unspecified) | 4 | . | . | -5 | 3 | . | 5 | .
CS(=O)(=O)N1CCn2c1nc1ccccc12 | -8 | -2 | 0.3 | -18 | . | 3 | 1 | -15
O=C(NCCCN1CCCC1=O)c1ccc2c(c1)ncn2C1CCCCC1 | 5 | -3 | -0.1 | -6 | 7 | -6 | . | -18
Cn1cnnc1SCC(=O)NC(=O)NC1CCCC1 | -3 | . | . | -4 | -7 | . | 7 | .
C[C@@H]1CCCCO[C@H](CN(C)C(=O)Nc2ccc3c(c2)OCO3)[C@H](C)CN([C@H](C)CO)C(=O)c2cc(NC(=O)Nc3ccccc3)ccc2O1 | 18 | 0 | . | 0 | 10 | -1 | -2 | 9
COc1ccc2c(CC(=O)N3CCc4cc(OC)c(OC)cc4C3)coc2c1 | . | -4 | . | 3 | -2 | 2 | 0 | -21
CC(C)NC(=O)Nc1ccc2c(c1)C(=O)N([C@@H](C)CO)C[C@H](C)[C@H](CN(C)Cc1ccc(Cl)c(Cl)c1)O2 | . | . | -2.8 | 1 | -2 | . | 3 | .
C[C@@H]1CN([C@H](C)CO)C(=O)Cc2cc(NC(=O)Cc3cn(C)c4ccccc34)ccc2O[C@@H]1CN(C)C(=O)NC1CCCCC1 | 2 | 2 | . | 0 | 1 | -1 | 0 | -9
O=C(C[C@H]1CC[C@H]2[C@@H](COC[C@H](O)CN2C(=O)Nc2ccc(Cl)c(Cl)c2)O1)NCc1ccccc1 | 2 | -1 | 0.1 | 0 | 2 | -2 | -3 | 9
C[C@@H]1CN([C@@H](C)CO)C(=O)c2cc(C3=CCCC3)cnc2O[C@H]1CN(C)C(=O)Nc1ccccc1 | . | 1 | -0.1 | . | . | 3 | . | -5
CCc1nc(SCC(=O)Nc2ccc(N(C)C)cc2)c2ccccc2n1 | 1 | -1 | 2.2 | -1 | -4 | 1 | -3 | -7
O=C(O)CN1C(=O)/C(=C/c2ccc(SCc3ccccc3)o2)SC1=S | -10 | 52* | -1.9 | . | -7 | -18 | . | i
C[C@@H](NC(=O)C[C@H]1CC[C@H]2[C@@H](COC[C@H](O)CN2Cc2ccc(C(F)(F)F)cc2)O1)c1ccccc1 | -1 | 0 | -0.3 | -11 | 7 | 5 | 2 | 22
O=C(Nc1cc(F)ccc1F)N1CC(=O)N2[C@H](CO)[C@H](c3ccc(C#CC4CCCCC4)cc3)[C@@H]2C1 | . | 1 | -0.2 | . | . | -3 | . | -12
CC(=O)N(C)C[C@@H]1Oc2cc(-c3cccc(F)c3)ccc2S(=O)(=O)N([C@@H](C)CO)C[C@@H]1C | -8 | -6 | 0.0 | -4 | -2 | -7 | -1 | -7
Cc1ccc(NC(=O)CCC(=O)N/N=C/c2ccc(O)cc2O)cc1 | 71* | -8 | . | -6 | -5 | 2 | 5 | -14
COc1cc(OC)c(OC)cc1/C=N/n1c(C)nc2ccccc2c1=O | 2 | -5 | 0.8 | 3 | -3 | -1 | -8 | 2
O=C(C[C@H]1CC[C@@H]2[C@H](COC[C@H](O)CN2Cc2ccc3c(c2)OCO3)O1)N1CCOCC1 | 14 | 0 | -0.2 | 1 | -5 | -9 | 1 | -4
COc1ccc(NC(=S)N(CCCN2CCOCC2)C(C)c2cc3cccc(OC)c3o2)cc1 (stereo unspecified) | 10 | -2 | . | -2 | 5 | 1 | -1 | 0
CSc1nc2ccc(NC(=O)NC(=O)c3c(F)cccc3F)cc2s1 | -5 | -4 | . | . | . | -3 | . | -6
CCC(=O)Nc1ccc2c(c1)OC[C@@H](C)N(C(=O)c1ccccn1)C[C@@H](C)[C@H](OC)CN(C)C2=O | -4 | -1 | -0.2 | -11 | -1 | 6 | 2 | -3
CN1c2ccc(C#Cc3ccccc3F)cc2[C@@H]2[C@@H](CCN2C(=O)Cc2cccnc2)[C@H]1CO | 18 | . | 0.7 | -8 | 1 | . | 2 | .
COc1ccc(CCCC(=O)N/N=C/c2cccc(OC)c2O)cc1C | -1 | 0 | 0.1 | . | . | 2 | . | -15
Nc1nnc(SCc2c(F)cccc2Cl)s1 | -2 | 0 | 0.0 | -1 | . | -2 | -9 | -5
COc1cccc(CCC(=O)N(C)C2CCCN(Cc3ccccc3F)C2)c1 (stereo unspecified) | -9 | -1 | . | -1 | 0 | -3 | . | -10
O=C1CC[C@H](O)CCN1CCSc1ccc(Br)cc1 | -23 | -3 | 0.0 | -7 | 16 | -4 | 0 | -5
